Screens as filed in PubChem.
MBD2 DNA inh = MBD2-methylated oligo binding inhibition | Q9UBB5 | TR-FRET, MBD2 binding to methylated oligonucleotide | AID 686964 | 370,000 compounds, 0.31% hits | inhibition, % at 4.4 µM; in the data active = inhibition above about 13%
UHRF1 binding = human UHRF1 methylated DNA binding inhibitors; Q96T88; UHRF1 binding to methylated oligo, TR-FRET; inhibition, % at 4.4 µM; 370,000 compounds, 0.75% hits; AID 687016; in the data active = inhibition above about 21%;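 note: UHRF1 SRA domain binding a hemimethylated CpG hairpin DNA probe; 0% = median of test compound wells and 100% = reference inhibitor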
NPR1 activator = GC-A (human) enzyme activation; P16066; HEK293 GC-A cells, cGMP TR-FRET, EC30 ANP; 0% at EC30 ANP, 100% saturating ANP; activation, % at 10 µM; 370,000 compounds, 0.14% hits; AID 1671463; in the data active = activation above about 40%
SIAE primary = inhibitors of human sialic acid acetylesterase SIAE. Q9HAT2. SIAE FP-Rh probe binding, fluorescence polarization. inhibition, % at 9.66 µM. 370,000 compounds, 0.69% hits. AID 1053197;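 active = inhibition above a cutoff: mean of compounds within the control limits plus 3 SD of those, cut at about 17% in these data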;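 note: 0% = plate median of compound wells and 100% = probe without SIAE protein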
ABHD4 inh = inhibits mouse alpha/beta hydrolase domain 4; Q8VD66; purified mABHD4, FP-Rh probe fluorescence polarization; inhibition, % at 8.92 µM; 370,000 compounds, 0.54% hits;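 active = inhibition exceeding the mean over every tested compound plus 3 SD, cut at about 30% in these data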;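 note: 0% = plate median of compound wells and 100% = S159A mutant with DMSO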
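Doses – 8.92 µM, single dose · Material – wild-type mouse ABHD4 protein · Replication – single well per compound (singlicate) · Measure – percent inhibition of probe binding, normalized to plate controls · Schedule – 45 min compound pre-incubation plus 60 min probe step, 25 °C · Detection – fluorescence polarization with parallel and perpendicular emission, 525/598 nm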
TCR-CD3 inh = blocks the human TCR-CD3 interaction | TAMRA-labeled TCR probe fluorescence, biochemical | AID 651800 | 360,000 compounds, 0.37% hits | inhibition, % at 9.4 µM; in the data active = inhibition above about 19%;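 note: recombinant mutant TCR 2C K166C tagged with TAMRA read by polarization; 0% = receptor in buffer alone and 100% = receptor with positive control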
rCAG binder = binds r(CAG) RNA repeats; r(CAG) RNA repeat, TO-PRO-1 dye displacement fluorescence; inhibition, % at 3 µM; 370,000 compounds, 1.3% hits;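 active = inhibition above the plate cutoff, the mean of all test compounds on that plate plus 3 SD, cut at about 35% in these data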;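 note: 0% = DMSO alone and 100% = 100 µM mitoxantrone as full dye displacement; higher means more dye released from RNA so lower well fluorescence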
PRMT1 inh = inhibitors of human PRMT1. Q99873. recombinant PRMT1, activity-based probe fluorescence polarization. inhibition, % at 2.79 µM. 370,000 compounds, 1.3% hits. AID 652257;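 active = inhibition above about 21% made by adding two undisclosed values, limit read from the data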
HTRA1 inh = inhibitors of human serine peptidase HTRA1. Q92743. recombinant HTRA1, FP-rhodamine activity-based probe, fluorescence polarization. inhibition, % at 5.96 µM. 340,000 compounds, 0.5% hits; in the data active = inhibition above about 36%;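 note: 0% = enzyme with DMSO and 100% = wells lacking enzyme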
NPR2 activator = GC-B (human) receptor activation | P20594 | HEK293-GC-B cells, CNP EC30, cGMP TR-FRET; 0% at EC30 CNP, 100% saturating CNP | activation, % at 10 µM | 370,000 compounds, 0.11% hits;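 active = activation at 10 µM reaching about 35% in either raw or pattern-adjusted values, limit read from the data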
Target sequence (P20594 whole entry, looked up): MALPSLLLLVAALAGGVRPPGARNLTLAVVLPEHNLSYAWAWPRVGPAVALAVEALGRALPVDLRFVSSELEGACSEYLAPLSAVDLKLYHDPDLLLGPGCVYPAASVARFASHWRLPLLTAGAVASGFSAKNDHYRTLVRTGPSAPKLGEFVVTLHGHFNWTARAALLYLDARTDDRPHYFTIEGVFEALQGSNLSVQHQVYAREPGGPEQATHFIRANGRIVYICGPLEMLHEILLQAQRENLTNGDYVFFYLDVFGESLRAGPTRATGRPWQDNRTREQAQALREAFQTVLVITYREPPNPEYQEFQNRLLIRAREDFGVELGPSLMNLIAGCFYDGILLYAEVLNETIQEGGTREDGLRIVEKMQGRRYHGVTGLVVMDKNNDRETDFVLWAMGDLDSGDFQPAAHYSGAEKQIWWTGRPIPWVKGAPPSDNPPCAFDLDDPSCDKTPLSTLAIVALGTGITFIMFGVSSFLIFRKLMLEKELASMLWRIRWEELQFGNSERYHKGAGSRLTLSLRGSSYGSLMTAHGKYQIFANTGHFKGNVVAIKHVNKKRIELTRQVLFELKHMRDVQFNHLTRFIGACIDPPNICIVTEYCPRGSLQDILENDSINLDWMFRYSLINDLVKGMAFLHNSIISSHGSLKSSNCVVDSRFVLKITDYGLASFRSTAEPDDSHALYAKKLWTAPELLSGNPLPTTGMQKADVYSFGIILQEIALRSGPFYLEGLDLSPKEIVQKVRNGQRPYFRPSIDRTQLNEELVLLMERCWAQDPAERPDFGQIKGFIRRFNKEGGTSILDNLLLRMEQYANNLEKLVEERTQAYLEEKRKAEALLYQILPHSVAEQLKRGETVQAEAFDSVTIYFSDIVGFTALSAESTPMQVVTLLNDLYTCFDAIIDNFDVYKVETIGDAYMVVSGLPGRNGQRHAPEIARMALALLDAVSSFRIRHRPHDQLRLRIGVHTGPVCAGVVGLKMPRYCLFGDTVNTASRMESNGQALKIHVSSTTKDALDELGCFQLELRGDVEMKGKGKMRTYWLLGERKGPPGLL
* = called active by the depositor; nt = not tested or not shown; & = joins results of further samples.

SMILES	MBD2 DNA inh	UHRF1 binding	NPR1 activator	SIAE primary	ABHD4 inh	TCR-CD3 inh	rCAG binder	PRMT1 inh	HTRA1 inh	NPR2 activator
CCCc1c(C(=O)N/N=C(\C)c2ccc(CC(C)C)cc2)nnn1-c1nonc1N	-5	-3	-2	8	4	-3	4	-5	-4	-2
CC(C)(O)CN(CCCNC(=S)Nc1ccccc1)C(=S)Nc1ccccc1	1	0	2	-3	-5	-7	1	-3	-3	-2
Cc1cccc(NCC(=O)N/N=C/c2ccc(Br)cc2)c1	2	-1	0	2	-5	5	2	0	-16	-1
CCOC(=O)CSCC(=O)Nc1c(C(=O)C2CC2)oc2ccccc12	3	0	-6	-12	2	2	-1	1	-2	-4
O=C(NNC(=O)c1cc(OCC(F)(F)F)ccc1OCC(F)(F)F)c1cccc(C(F)(F)F)c1	2	0	-1	-8	-21	-6	-2	5	-12	4
COc1ccc(Br)cc1C1SCCN1S(C)(=O)=O (stereo unspecified)	2	2	0	0	2	-6	-1	10	-7	2
O=C1CC(c2ccccc2)c2c(O)cc(O)cc2O1 (stereo unspecified)	-5	0	2	6	-4	3	2	-1	-4	0
CC1(C)C(=O)N(c2ccccc2Cl)C(=O)c2ccccc21	1	0	1	4	1	5	-3	2	-1	-1
CC(O)CNc1ccc([N+](=O)[O-])cc1S(=O)(=O)N1CCOCC1 (stereo unspecified)	1	-2	1	1	5	3	-2	0	-1	1
Cc1ccc(C(=O)CN(CCCC(N)=O)S(=O)(=O)c2ccc([N+](=O)[O-])cc2)cc1	6	-1	-2	-2	0	7	-2	2	-3	5
COC(C/C=C/[C@@H](O)[C@H](C)OCc1ccccc1)OC	-1	0	1	0	-2	-5	-5	-1	-3	0
Cc1ccc(S(=O)(=O)N2N=C3CCCCC3C2(O)C(F)(F)F)cc1 (stereo unspecified)	-3	0	5	-1	-1	-10	1	1	0	3
CC(=O)Nc1cccc(NC(=O)c2ccc(C)c([N+](=O)[O-])c2)c1	0	0	-4	0	-3	0	-3	2	-5	-3
CC(C)C[C@H]1CNC(=S)N1C[C@H]1CCCN1C[C@H](Cc1ccccc1)N1C[C@H](Cc2ccc(O)cc2)N(CC2CCCCC2)C1=S	-3	-2	7	-8	-1	0	9	-2	nt	2
COc1cc(C(=O)N2CCN(CCCc3ccccc3)CC2)cc(OC)c1OC	-1	1	3	1	2	-7	-9	3	-1	3
Clc1nc2ccccc2cc1-c1nnn(-c2ccccc2)n1	0	1	-7	-1	1	1	5	1	-9	-5
CC(Oc1ccccc1)C(=O)Nc1nnc(C2CCCCC2)s1 (stereo unspecified)	-2	2	-1	-8	2	-2	-4	7	-1	0
O=C1C[C@@H]2c3c(cccc3CN1Cc1ccccc1Br)C[C@@H](O)[C@H]2O	-3	-3	-6	8	11	2	-3	-1	2	1
COc1ccc(C(=O)COC(=O)CN2C(=O)NC3(CC(C)CC(C)(C)C3)C2=O)c(OC)c1 (stereo unspecified)	3	-2	-1	-1	-6	7	5	0	-10	-1
CCCCCCSc1ccc(-c2nc3ccc(Cl)cn3c2NCCCC)cc1OC	4&-1	-1&18	14&14	3&2	7&3	-3&4	2&4	3&1	-12	9&11
N/C(Cc1ccc([N+](=O)[O-])cc1)=N\OC(=O)COc1ccccc1Cl	3	-2	2	3	-5	4	0	0	-13	-2
O=S(=O)(NCC1CCCO1)c1cnc(Cl)c(Br)c1 (stereo unspecified)	2	-4	-1	3	-1	-3	-5	-2	-6	8
Fc1ccc(CCn2c(Cn3c(-c4cnccn4)nc4ccccc43)nc3ccccc32)cc1	-1	-2	-12	0	-3	3	4	2	nt	-13
Cc1nnc(NC(=O)CSc2nc3c(c(=O)n2CCc2ccccc2)SC(C)C3)s1 (stereo unspecified)	5	-1	-2	1	2	4	1	-3	-1	-4
O=C(NCc1ccc(F)cc1)c1nc(-c2cccs2)no1	-7	5	4	-6	2	0	-5	2	-10	-1

Next section, starting with the last 5 of the part before.
SMILES	MBD2 DNA inh	UHRF1 binding	NPR1 activator	SIAE primary	ABHD4 inh	TCR-CD3 inh	rCAG binder	PRMT1 inh	HTRA1 inh	NPR2 activator
N/C(Cc1ccc([N+](=O)[O-])cc1)=N\OC(=O)COc1ccccc1Cl	3	-2	2	3	-5	4	0	0	-13	-2
O=S(=O)(NCC1CCCO1)c1cnc(Cl)c(Br)c1 (stereo unspecified)	2	-4	-1	3	-1	-3	-5	-2	-6	8
Fc1ccc(CCn2c(Cn3c(-c4cnccn4)nc4ccccc43)nc3ccccc32)cc1	-1	-2	-12	0	-3	3	4	2	nt	-13
Cc1nnc(NC(=O)CSc2nc3c(c(=O)n2CCc2ccccc2)SC(C)C3)s1 (stereo unspecified)	5	-1	-2	1	2	4	1	-3	-1	-4
O=C(NCc1ccc(F)cc1)c1nc(-c2cccs2)no1	-7	5	4	-6	2	0	-5	2	-10	-1
COc1ccc(-c2csc(NC(=O)C3CCN(C(=O)c4ccc(F)cc4)CC3)n2)cc1OC	1	0	-4	2	6	-6	-4	-4	-6	-5
CCN(CC)CCCn1c2c(c(SCC(=O)N3CCCc4ccccc43)nc1=O)CCC2	-7	-2	0	2	9	3	-6	-2	-1	2
CCCc1cc(=O)oc2cc(C)cc(OC(C)C(=O)NCc3cccnc3)c12 (stereo unspecified)	-2	-1	-15	-1	4	-4	-9	2	3	-11
O=C(NC1CC(=O)N(c2ccc3c(c2)OCCO3)C1)N1CCCCC1 (stereo unspecified)	-5	-2	4	-4	-2	5	-2	-2	11	2
COc1ccc(-c2nc3cc(C)ccn3c2NC(=O)c2ccccc2OC)cc1	-2	-3	2	-1	3	8	1	-3	-3	3
C#CCN1CC(C)/C(=N/O)CC1C (stereo unspecified)	2	-1	1	5	-3	-2	3	2	2	3
Cc1nnc2n1N=C(c1ccccc1)CS2	-2	-4	2	7	-1	-1	0	0	3	3
COc1ccc(OC)c(C(=O)CN2C(=O)C(=O)N(C3CCCC3)C2=O)c1	-1	0	1	-6	5	-1	0	-1	12	-4
COCCOC(=O)/C(C#N)=C/c1cn(Cc2ccccc2)nc1-c1cccnc1	5	5	5	2	3	1	-9	6	9	2
COc1ccc(CN(C)C(=O)c2ccccc2Sc2ccccc2C#N)cc1OC	0	1	-4	2	9	4	-9	4	-2	-2
COc1ccc(C(CC(=O)O)NC(C)=O)cc1OC (stereo unspecified)	-5	0	-1	-1	-9	5	4	0	10	-1
COc1ccc(-c2[nH]ncc2CN(CCO)Cc2cccs2)c(F)c1	-1	-3	2	-2	-1	4	-7	2	7	-2
CCOC(=O)C1(C)CCCN1C(=O)c1ccc(OC)c(OC)c1 (stereo unspecified)	3	-1	1	-2	5	-5	-1	4	nt	9
N#C/C(=C\c1cccs1)C(=O)NCc1ccco1	-3	5	0	2	-2	-4	-3	3	-1	1
NC(=O)C1(Nc2ccc(-c3ccc(Br)cc3)cc2)CCCC1	3	-2	52*	3	1	-4	2	2	9	-4
O=C(COC(=O)CNC(=O)c1ccccc1)Nc1ccc(F)c([N+](=O)[O-])c1	4	-1	2	-7	3	5	0	1	-2	-2
COCCNC(=O)C1(C)Cc2c(-c3cccc(C(F)(F)F)c3)ccnc2O1 (stereo unspecified)	3	2	5	-1	-5	-1	-2	0	nt	-6
Cc1ccc(C(=O)OCC(=O)Nc2cc(S(C)(=O)=O)ccc2Cl)cc1S(=O)(=O)N1CCCCC1	0	1	2	-10	2	-5	7	3	-11	0
Cc1c(Cl)c(C(F)(F)F)nn1CC(=O)NN	-1	8	2	-3	-14	-8	-2	3	-7	0
CC(C)N(C(=S)Nc1cccc(C(F)(F)F)c1)C(C)c1ccccn1 (stereo unspecified)	5	1	-1	7	0	-4	1	4	-5	0
O=C(NCCNC(=O)c1ccccc1Br)c1cccnc1	4	2	2	-1	-1	0	-2	3	3	-3
CCC(C)NC(=O)c1ccc(CS(=O)(=O)c2ccc(OC)cc2)o1 (stereo unspecified)	1	3	5	3	0	-2	0	9	-2	6
COc1ccc(NC(=O)CN(C)CC(=O)c2[nH]c(C)c(C(C)=O)c2C)cc1	-8	0	-4	-1	-5	-2	1	3	4	-3
COc1ccc(C(=O)Nc2nc3ccc(S(C)(=O)=O)cc3s2)cc1	-3	5	8	-17	-10	-3	12	2	-3	-5
Cc1sc(N)nc1-c1ccc2c(c1)OCCO2	0	1	15	3	0	-5	-2	6	4	5

Continued.
SMILES	MBD2 DNA inh	UHRF1 binding	NPR1 activator	SIAE primary	ABHD4 inh	TCR-CD3 inh	rCAG binder	PRMT1 inh	HTRA1 inh	NPR2 activator
O=S(=O)(c1ccc2c(c1)OCCO2)N1CCc2ccccc21	3	0	1	-8	-4	-4	2	-4	-5	-1
CCC(C)(C)n1nnnc1C(c1ccc2ncccc2c1)N1CCN2CCCC2C1 (stereo unspecified)	0	1	-6	-3	5	-1	3	-1	5	7
Cn1c(=O)cc(OCCCC(=O)Nc2ccccn2)c2ccccc21	0	0	0	4	5	3	-2	-1	4	-1
COc1cccc(NC(=O)COC(=O)Cc2ccc(Cl)cc2)c1	0	0	-2	4	-3	4	2	2	-11	-4
CCO[C@@H]1OC(C(=O)N2CCN(Cc3ccccc3)CC2)=C[C@H](c2coc3ccccc3c2=O)[C@H]1CCCO	6	1	1	3	1	3	-10	-4	-2	-1
Fc1ccc(Oc2ccnc(Cl)n2)c(Cl)c1	-6	-2	7	8	5	-6	-1	0	nt	0
Cc1nn(C(=O)Cn2ccc([N+](=O)[O-])n2)c(C)c1Cl	2	3	5	-11	4	-5	0	0	1	7
CNc1cc([N+](=O)[O-])ccc1OCc1ccccc1	-6	-1	3	2	0	4	2	6	-1	-2
COc1ccc(C(=O)NNC(=O)CSc2nnc(C3CC3)n2C)cc1	0	-1	4	2	0	-2	3	-1	1	1
COc1cc(NCCCn2cnc(C(=O)Nc3ccc(C)c(C)c3)n2)cc(OC)c1OC	-1	2	-3	4	9	3	6	4	3	-2
Cc1cccc(C(=O)Nc2nsc(N)n2)c1	1	1	3	3	0	4	1	-1	-1	-6
COC(=O)c1c(NC(NC(=O)C(C)(C)C)C(Cl)(Cl)Cl)sc2c1CCC2 (stereo unspecified)	3	2	-12	-4	-7	-3	7	3	-41	-8
Cc1ccc(NC(=O)c2cc(N3C(=O)CCC3=O)ccc2N2CCOCC2)cc1	2	-1	-2	-1	5	-8	0	2	-10	1
COc1ccccc1OCC(=O)NCCSCc1ccc(Cl)cc1	2	-2	-3	-1	3	0	-1	2	-3	-4
CCOC(=O)N1CCC(N2Cc3cccc(C(=O)Nc4ccc(N(CC)CC)cc4C)c3C2=O)CC1	-4	0	-3	6	-3	-2	1	4	5	-1
O=c1[nH][nH]c(C(F)(F)F)c1/C=N/N1CCOCC1	1	-1	5	4	7	-1	2	-1	4	1
COc1ccc(Cl)cc1NC(=O)CN(C)C(=O)CN1C(=O)NC2(CCCC2)C1=O	6	2	1	3	1	-6	-9	-1	0	0
Cc1c(N2C(=O)/C(=C/c3cccc4ccccc34)SC2=S)c(=O)n(-c2ccccc2)n1C	-2	31*	1	1	5	4	5	8	6	4
COc1ccc2oc(-c3ccc(C)c(NC(=O)c4ccc(N5CCOCC5)c([N+](=O)[O-])c4)c3)nc2c1	1	0	5	-13	-1	7	9	-2	-7	-2
COc1ccc(CCC(=O)Nc2ccc(Cn3ccnc3)cc2)cc1	-6	-1	3	1	-1	2	-1	2	-8	5
CCCc1cc(=O)[nH]c(SCC(=O)N2CCN(S(=O)(=O)c3ccccc3)CC2)n1	-1	-1	-1	3	0	2	0	1	6	-1

An excerpt; count on the stated rates, not on these rows.
